mcGAS RapidFire = blocks mouse cGAS cGAMP production | recombinant mouse cGAS, cGAMP by RapidFire MS | hit rate 0.18% among 130,000 | AID 1259397 | inhibition, % at 12.5 µM | Q8C6L5;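 active means inhibition of cGAS enzyme activity at or above 60%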;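 further: enzyme stimulated by 45 bp dsDNA with ATP and GTP substrates; cGAMP share of summed cGAMP plus half ATP and half GTP signals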
Target sequence (Q8C6L5 whole entry, looked up): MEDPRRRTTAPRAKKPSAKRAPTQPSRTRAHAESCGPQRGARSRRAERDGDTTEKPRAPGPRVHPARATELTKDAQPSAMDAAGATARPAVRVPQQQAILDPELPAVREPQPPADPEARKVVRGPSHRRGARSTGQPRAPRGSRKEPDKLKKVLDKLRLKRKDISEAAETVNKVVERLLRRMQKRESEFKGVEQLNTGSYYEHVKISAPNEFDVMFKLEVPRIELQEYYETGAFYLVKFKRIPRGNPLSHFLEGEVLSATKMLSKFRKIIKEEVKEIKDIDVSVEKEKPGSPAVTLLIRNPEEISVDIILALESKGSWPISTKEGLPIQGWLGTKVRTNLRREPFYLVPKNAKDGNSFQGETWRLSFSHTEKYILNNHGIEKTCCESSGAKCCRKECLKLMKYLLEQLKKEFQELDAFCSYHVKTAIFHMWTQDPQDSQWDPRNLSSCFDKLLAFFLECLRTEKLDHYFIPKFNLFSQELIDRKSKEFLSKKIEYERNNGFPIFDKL
The depositor's hits bear a star; & = joins results of further samples.

SMILES | mcGAS RapidFire
O=C(O)c1csc(CSc2nnc(-c3ccco3)n2-c2ccc(Cl)cc2Cl)n1 | -0.4
CC(C)(C)n1c(NC(=O)c2cccc(N3NC(=O)C4CC=CCC4C3=O)c2)nc2ccccc21 (stereo not drawn) | -3.8
CN1OC(C)(CC(=O)NC2CC2)N=C1c1ccc(N(C)C)cc1 (stereo not drawn) | -8.4
COc1ccc(CNC(=O)C2CCCCC2C(=O)N2CCc3ccccc32)cc1 (stereo not drawn) | -3.8
CN(C)S(=O)(=O)Nc1cccc(N2CCCCCC2)c1 | -1.6
CCCCn1c2c(c(=O)[nH]c1=O)C(c1ccc(C(C)C)cc1)C1C(=O)OCC1=N2 (stereo not drawn) | 13.4
COCc1ccc(CN2CCN(CC3CCCCC3)C(CCO)C2)o1 (stereo not drawn) | 6.9
Fc1cc(F)cc(-c2cncc(COc3ccc(F)cc3F)c2)c1 | -0.5
Cc1c(Cl)ccc([N+](=O)[O-])c1C(C#N)C(=O)N(C)C (stereo not drawn) | -9.0
C=CCN1CC(C(=O)NC2CCC(n3cnnc3)CC2)CCC1=O (stereo not drawn) | -14.7
CC(C(=O)Nc1sc2c(c1C(N)=O)CCC2)N1CCN(CC(=O)Nc2ccc(F)cc2)CC1 (stereo not drawn) | -4.0
COc1ccc(C(=O)N2CC[C@@H](N3CCC(O)CC3)[C@H](O)C2)cc1C | 5.3
Cc1ccc(CC(=O)Nc2n[nH]c(C(F)(F)F)n2)cc1 | -10.2
NC(=S)N/N=c1\oc2cc(O)ccc2cc1-c1nc2ccccc2[nH]1 | 26.3
O=C(NCC(c1ccc(F)cc1)N1CCOCC1)N1CCN(Cc2ccc(Cl)cc2)CC1 (stereo not drawn) | -16.1
CC(C)c1cc(C2CCN(C(=O)Cc3c[nH]c4ccccc34)CC2)[nH]n1 | -27.8
Cc1cc(C)[n+](Cc2ccccc2)o1 | -2.5
Cc1ccc(OC2CCN(Cc3ccncc3)CC2)c(C(=O)N2CCSCC2)c1 | -3.4
COc1ccc(CNC(=O)c2sc(=O)n(Cc3ccc(-c4ccccc4)cc3)c2C)cc1OC | -7.6
C#CCNC(=O)CNC(c1ccc(F)cc1)c1ccc(OC)cc1 (stereo not drawn) | -3.7
O=C(CCCc1nc(-c2ccncc2)no1)N1CCCC2(CCNCC2)CC1 | 1.8
COCc1cn(C2CCN(C(=O)Nc3c(F)cccc3F)CC2)nn1 | 7.3
CSc1ccc(C(=O)C2CCCN(C(=O)CCCn3cncn3)C2)cc1 (stereo not drawn) | 6.5
CC(SC(F)(F)F)C(=O)Nc1ccc(C#N)cc1 (stereo not drawn) | -10.8
Cc1nc(CNC(C)COc2ccc3ccc(=O)oc3c2)cs1 (stereo not drawn) | -14.4
CCC(C)NCc1c(-c2ccc(F)cc2)noc1N1CCOCC1 (stereo not drawn) | -12.0
COc1c(C(=O)OC(C)c2ccc(C#N)cc2)c(C)nn1C (stereo not drawn) | -5.1
Nc1ncnc(Nc2ccc(F)cc2Cl)c1[N+](=O)[O-] | 9.9
CNc1cncc(-c2ccc(OCCCN(C)C)nc2)n1 | -9.4
CC1C(c2ccccc2)N(C)C(c2ccccc2)CC1(O)c1ccccc1 (stereo not drawn) | -1.1
CN(C)c1nc2c(c(N(C)C)n1)CCN(C(=O)CCCc1cn[nH]c1)C2 | 6.3
CC(C)C(=O)NC(=O)COC(=O)c1ccccc1Oc1ccccc1 | -0.8
COc1ccc(C(C2Sc3nc(C)nn3C2=O)N2CCN(Cc3ccccc3)CC2)cc1OC (stereo not drawn) | -3.8
O=P1(N2CCCCC2)C=C(c2ccccc2)OC(c2ccccc2)=C1 | -6.5
COc1ccc(-c2cc(CN)no2)cc1 | -21.1
N#CC(C(=O)C12CC3CC(CC(Cl)(C3)C1)C2)c1ccccn1 (stereo not drawn) | -0.3
CCOCCN1CCN(C(C)C(=O)Nc2ncccn2)CC1C (stereo not drawn) | -2.7
CCn1nccc1NC(=O)c1cc(Br)ccc1I | -7.6
O=C(CN1CCC(C(F)(F)F)(C(F)(F)F)C1)N1CCOCC1 | -10.2
O=C(NC1CCN(c2ncccn2)CC1)c1ccc(Cl)s1 | -11.5

Ordered by SMILES length (low to high): some entries from above.
SMILES | mcGAS RapidFire
CCOCCN1CCN(C(C)C(=O)Nc2ncccn2)CC1C (stereo not drawn) | -2.7
O=P1(N2CCCCC2)C=C(c2ccccc2)OC(c2ccccc2)=C1 | -6.5
COc1ccc(C(C2Sc3nc(C)nn3C2=O)N2CCN(Cc3ccccc3)CC2)cc1OC (stereo not drawn) | -3.8

(cont.)
SMILES | mcGAS RapidFire
Cc1ccc(-n2c(SCC(=O)N3CCc4ccccc43)nc3c(c2=O)SCC3)cc1 | -2.9
CC1=CC(=C(C#N)C#N)C=C(C)N1c1ccc(I)cc1 | -7.6
Cn1cccc1C(=O)Nc1cccc(CN2CCCC2=O)c1 | -12.1
CCCN1CCN(Cn2nccc2-c2ccncc2)CC1 | -4.9
c1ccc(-c2nc(Cc3nc(C4CC4)n[nH]3)cs2)cc1 | -7.8
Cc1cc(C)cc(C(=O)NC(=S)c2c(C)nc3sccn23)c1 | 2.2
Cc1ccc(OCCN2CCC2(C)C(=O)Nc2ccccc2F)cc1 (stereo not drawn) | -8.1
CCN(CC)Cc1cnc2c(C(=O)N3CCC(=O)NCC3C)cnn2c1 (stereo not drawn) | -8.8
CN(C)c1nc(-c2ccccc2)c(/C=N\NC(N)=S)c(=O)o1 | -1.0
CCc1nc2oc3cc(OC)ccc3c(=O)c2c(=O)n1-c1ccc(C)cc1 | -12.0
CCc1nc(-c2c(-c3ccccc3)ncn2CC(C)(C)N2CCOCC2)c(C)[nH]1 | -9.4
CCCCOc1ccc(C(=O)Nc2ccc3c(c2)N(CCC)C(=O)C(C)(C)CO3)cc1 | 6.5
COc1ccc(-c2nc(C)c(C(=O)NC3(C)CCS(=O)(=O)C3)s2)cc1OC (stereo not drawn) | 1.1
Cc1noc(C)c1CN1CCN(C(=O)c2cnn(-c3ccccc3)n2)CC1 | -2.6
CSc1cc(C(F)(F)F)c2c(c1C#N)CCCC2 | 0.4
O=C(NCc1cccnc1)NC1(C(F)(F)F)Oc2ccccc2O1 | -5.5
CCOC(=O)[C@@H](N)Cc1ccc(O)c(O)c1 | 11.3
CCOC(=O)C1(C#N)C(C=Cc2ccccc2)C(OC)(OC)C1(OC)OC (stereo not drawn) | -0.7
CC(Sc1ccccc1Cl)C(=O)NCCC(=O)N1CCCCC1 (stereo not drawn) | -0.2
COc1ccc(NCN2C(=O)c3ccccc3C2=O)cc1 | 4.7

Compounds listed so far with an aryl thioether with sulfur outside any ring, in the order listed:
SMILES | mcGAS RapidFire
O=C(O)c1csc(CSc2nnc(-c3ccco3)n2-c2ccc(Cl)cc2Cl)n1 | -0.4
CSc1ccc(C(=O)C2CCCN(C(=O)CCCn3cncn3)C2)cc1 (stereo not drawn) | 6.5
Cc1ccc(-n2c(SCC(=O)N3CCc4ccccc43)nc3c(c2=O)SCC3)cc1 | -2.9
CSc1cc(C(F)(F)F)c2c(c1C#N)CCCC2 | 0.4
CC(Sc1ccccc1Cl)C(=O)NCCC(=O)N1CCCCC1 (stereo not drawn) | -0.2

(continued)
SMILES | mcGAS RapidFire
CC(C)N(CCSc1ccc(NC(=O)c2cccs2)nn1)C(C)C | -3.9
c1ccc(CN2CCC(Cn3ccnc3C3CC3)C2)cc1 (stereo not drawn) | -12.1
CN(Cc1cc(-c2ccccc2)no1)C(=O)c1cn2c(n1)CNCC2 | -22.1
O=C(c1ccccc1N1CCOCC1)N1CCC(c2cccc(O)c2)CC1 | -5.5
C=C(C)Cn1c(C2CC(=O)N(c3ccccc3OC)C2)nc2ccccc21 (stereo not drawn) | -4.5
O=C(NCc1nc2c(cnn2-c2ccccc2)c(=O)[nH]1)C1CCCO1 (stereo not drawn) | -5.6
Cn1nc(-c2cccnc2)c2c1NC(=O)CC2c1ccnn1-c1ccccc1 (stereo not drawn) | -3.8
CCOC(=O)C1=C(C)NC(=O)NC1C (stereo not drawn) | 9.0
Cc1c(Cl)cccc1-n1ccnc1S(=O)(=O)CC(N)=O | -1.6
CC(=O)N1CCN(CC(=O)Nc2cc(C(F)(F)F)ccc2-n2cncn2)CC1 | -4.3

Rewritten with tabs: three of the compounds above.
Molecule	mcGAS RapidFire
O=C(c1ccccc1N1CCOCC1)N1CCC(c2cccc(O)c2)CC1	-5.5
C=C(C)Cn1c(C2CC(=O)N(c3ccccc3OC)C2)nc2ccccc21 (stereo not drawn)	-4.5
O=C(NCc1nc2c(cnn2-c2ccccc2)c(=O)[nH]1)C1CCCO1 (stereo not drawn)	-5.6

Additional entries follow.
SMILES | mcGAS RapidFire
O=C(NC[C@@H]1CCNC[C@H]1O)c1ccc2c(c1)CCO2 | -22.3
CCCCOP(=O)(CC(=O)OC)CC(=O)OC | -14.0
CS(=O)(=O)N1CCCC(C(=O)NCCc2nccn2Cc2ccccc2)C1 (stereo not drawn) | -7.8
CN1C(=O)COCc2c(-c3cc4ccccc4o3)cccc21 | -8.0
Cn1c(=NN=C2CCC(C(C)(C)C)CC2)sc2ccccc21 (stereo not drawn) | -12.7
O=C(/C=C/c1ccccn1)N1CCCC(N2CCN(Cc3ccc4c(c3)OCO4)CC2)C1 (stereo not drawn) | -11.3&-2.0
CC1CC(C)CN(S(=O)(=O)c2ccc(C(=O)NCC(c3cccs3)N(C)C)cc2)C1 (stereo not drawn) | -0.9
Cc1cc2oc(NC(=O)CCCS(C)(=O)=O)nc2c(C)c1Cl | 47.4
Cc1noc(C)c1CN1CCOc2c(O)cc(-c3cccc(Cl)c3)cc2C1 | -11.7
Cc1cccc(CNC(=O)c2cc3ccccc3c(=O)[nH]2)c1 | -12.8
CCC(=O)OC(C#N)C1=C(Cl)C(=O)c2ccccc2C1=O (stereo not drawn) | -11.9
O=C(OCc1cc(=O)n2cc(Br)ccc2n1)c1csc2c1CCCC2 | -2.2
Cc1noc(C)c1CN(C)Cc1ccccc1C(=O)O | -17.6
Cc1nc(-c2ccccc2Cl)nc(N2CCC(N(C)CC(F)F)CC2)c1C | -6.9
CCOc1ccc2nc(S(=O)(=O)NC(=O)C3(C)CCN3C(=O)Cc3ccsc3)sc2c1 (stereo not drawn) | -10.4
CC(C)NC(=O)C1(C)CCCCCN1C/C=C/c1ccccc1 (stereo not drawn) | -4.3
CCNc1ncc(C(=O)N2CCCCC2CN2CCOCC2)cn1 (stereo not drawn) | -17.1
CCC(O)CN1CCN(C(=O)C2(C(=O)NC)CCC2)CC1 (stereo not drawn) | -8.1
CCS(=O)(=O)c1ncc(CN(C)Cc2cccc3ncccc23)n1Cc1ccccc1 | -2.8
C=CCNC(=O)CCCn1nc([N+](=O)[O-])c(Br)c1C | -4.2
O=C1Nc2ccccc2C12CCN(c1noc(-c3ccccc3)n1)CC2 | -2.5
C=CCn1c(SCC(N)=O)nc2sc3c(c2c1=O)CCC3 | -7.5
O=C1C(O)=C(c2ccc3ccccc3n2)C(c2ccsc2)N1C1CCCC1 (stereo not drawn) | -8.6
O=S(=O)(c1ccc(CNCc2ccc(F)cc2F)cc1)N1CCOCC1 | -2.5
CCc1cccc(C)c1Nc1nnc(SCC#N)s1 | -10.7
CC=CCn1c(=O)c2c(nc3n(-c4ccc(O)cc4)c(C)cn23)n(C)c1=O | -6.2
CCOC(=O)C(=C/C(=C/N(C)C)OCC)C(=O)OCC | 1.4
COc1nc(C)cc(C)c1CNC(=O)CC1C(=O)NCCN1CC(C)C (stereo not drawn) | -10.9
Cc1ccc(S(=O)(=O)N2CCCC(O)(CN(C)C)CC2)cc1Cl (stereo not drawn) | -13.5
CC(C)c1cc(CN2CCC(n3nccc3NC(=O)c3ccccc3)CC2)[nH]n1 | -11.5

Looked up by compound from the entries so far (four):
SMILES | mcGAS RapidFire
COc1nc(C)cc(C)c1CNC(=O)CC1C(=O)NCCN1CC(C)C (stereo not drawn) | -10.9
CCNc1ncc(C(=O)N2CCCCC2CN2CCOCC2)cn1 (stereo not drawn) | -17.1
COc1ccc(CNC(=O)C2CCCCC2C(=O)N2CCc3ccccc32)cc1 (stereo not drawn) | -3.8
COc1ccc(C(C2Sc3nc(C)nn3C2=O)N2CCN(Cc3ccccc3)CC2)cc1OC (stereo not drawn) | -3.8

The results go on.
SMILES | mcGAS RapidFire
O=C(CC1C=CCC1)NC(Cc1ccccc1)CN1CCCCC1 (stereo not drawn) | -29.0
COC(=O)c1cccc(CN2C(=O)C(C)Sc3ccc(C)cc32)c1 (stereo not drawn) | 7.8
O=C(Nc1cccc(Cn2nc3ccccn3c2=O)c1)C1CCCCC1 | -8.5
Nc1nc2c(c(=O)[nH]1)CCN(C(=O)CSC13CC4CC(CC(C4)C1)C3)C2 | -17.5
Cc1cc(=O)[nH]c2c1c(C)nn2C1CCOC(C)(C)C1 (stereo not drawn) | -21.7
O=C(c1n[nH]c2c1CCC2)N1CCCC(c2n[nH]c(=O)n2-c2ccccc2)C1 (stereo not drawn) | -25.5
O=C(N=C1c2ccccc2CN1c1ccccc1)Nc1ccccc1 | -27.3
C=C(C)Cn1c(=O)c2c(nc3n2CC(C)CN3c2ccc(OCC)cc2)n(C)c1=O (stereo not drawn) | -4.5
O=C1N(c2ccc3c(c2)OCO3)C(c2ccc3c(c2)OCO3)C1(F)F (stereo not drawn) | -11.2
CCN(CC)Cc1ccc(Nc2ccnc3cc(Cl)ccc23)cc1O | 0.4&25.1
CCOc1ccc(-n2nnc3c(=O)n(CC(=O)N4CCOCC4)cnc32)cc1 | 4.1
Cc1nn(CC(=O)NCCC2=CCCCC2)c(C)c1S(=O)(=O)N(C)C | -3.2
CCN(CC1CCCO1)C(=O)CS(C)(=O)=O (stereo not drawn) | -15.3
CCO[C@H]1COC[C@@H]1NC(=O)c1scc2c1OCCO2 | -17.6
COCCNCC(=O)NCC(=O)Nc1cccc(C)c1 | -10.4
Cc1nc(NCCCc2c(C)n[nH]c2C)c2cnn(C)c2n1 | -18.0
Cn1ccnc1SCC(=O)c1c(N)n(C2CC2)c(=O)[nH]c1=O | -2.7
CCOC(=O)C1(CCOc2ccccc2)CCN(S(=O)(=O)c2ccc(C)s2)CC1 | -4.7
c1ccc2oc(=Nc3cccc4ccccc34)c(-c3nc4ccccc4[nH]3)cc2c1 | -5.0
CSCCC(=O)NC1CC(=O)N(C2CCCCCC2)C1 (stereo not drawn) | 7.3
CN(C)S(=O)(=O)c1ccc(C(=O)NCc2nnc(SCC(=O)N3CCc4ccccc43)n2-c2ccccc2)cc1 | -9.6
CCc1nccn1CC(=O)NCc1ccc2sccc2c1 | -7.0

Compound activity from PubChem BioAssay.

This is a subset (hit frequency here may not be typical).
